Source: PubChem BioAssay
PGK inhibitor: qHTS Assay to Find Inhibitors of Phosphoglycerate Kinase; Phosphoglycerate kinase, glycosomal (Trypanosoma brucei brucei), P07378; PGK/GAPDH coupled, Kinase-Glo luminescence, 60 min; Potency, µM (series often up to 57.5 µM), for the others: at the top dose activity change, negative = inhibition, hits mostly inhibitors; 380,000 compounds, 0.043% hits; note: % is set by controls: 0 for no effect and ±100 for the full control effect; nearly all actives have a fitted effect of over 60% in size
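Luminescent ATP detection (Kinase-Glo Plus) follows a 60-minute room-temperature incubation, with wells lacking PGK as controls. Buffer: 100 mM TEA (pH 7.6), 5 mM MgCl2, 0.01% Tween-20. Coupling enzyme GAPDH (100 nM final) supplies unstable 1,3-BPG in-well.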
ERG Ets-DNA blk: qHTS for Small Molecule Inhibitors of the ERG Ets/DNA interaction; Potency, µM (titrated, usually from 76.9 µM), inactives show at the highest dose FP activity, negative = inhibition, hits mostly inhibitors; fluorescence polarization, His-ERG Ets domain / labelled DNA; Transcriptional regulator ERG (Homo sapiens), P11308; 370,000 compounds, 0.028% hits; active = well fitted inhibition curve with a large enough effect in the polarisation, with a control signal flat; inconclusive = small, poorly fitted or top-dose-only effect, or effect the other way, or a change in a side signal; inactive = no such curve, though single readings can be large or run the other way; the % refers to the polarisation;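 note: polarization taken with two DNA probes labelled with fluorescein and Texas red; % of control where 0% means no effect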
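His-tagged ERG Ets domain (1 uM in the protein solution; 300mM KCl, 50mM Tris-HCl, 1mM EDTA, 1mM DTT, pH 7.5) received compound, then a probe mix of 5 nM fluorescein-DNA and 100nM Texas-615-DNA. Fluorescence polarization was read for both dyes.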
GLS inh: qHTS for Inhibitors of Glutaminase (GLS) | Glutaminase kidney isoform, mitochondrial (Homo sapiens), O94925 | GLS enzymatic activity, qHTS titration | Potency, µM (series often up to 45.5 µM), for the others: top-dose activity change, negative = inhibition, most hits filed as inhibitors | 410,000 compounds, 0.21% hits; note: % is set by controls: 0 for no effect and ±100 for the full control effect
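hKGA; 45 mM KH2PO4 pH 8.2 + 0.02% Tween-20; cpd via pin tool; 1 mM Gln soln; GluOx/HRP/Amplex Red; RT 30 min; fluor. t0 & final.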
RGS4 inh: Inhibitors of Regulator of G Protein Signaling (RGS) 4: qHTS | Regulator of G-protein signaling 4 (Homo sapiens), P49798 | Transcreener GDP fluorescence polarization, RGS4-accelerated GTP hydrolysis | Potency, µM (highest dose often 114 µM), without a hit: top-dose activity change, negative = inhibition, hits mostly inhibitors | 390,000 compounds, 0.039% hits | AID 504845, 2011; note: % is set by controls: 0 for no effect and ±100 for the full control effect; nearly all actives have a fitted effect of over 75% in size; some results filed as inactive show a strong effect at the top dose
Target sequence (P49798 whole entry, looked up): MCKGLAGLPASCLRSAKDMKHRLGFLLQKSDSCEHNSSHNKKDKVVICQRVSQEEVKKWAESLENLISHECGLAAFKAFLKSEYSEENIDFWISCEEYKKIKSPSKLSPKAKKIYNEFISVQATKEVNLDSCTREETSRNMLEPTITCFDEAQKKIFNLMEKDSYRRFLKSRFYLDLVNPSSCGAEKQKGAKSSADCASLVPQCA
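MLSMR compounds (23 nl, pin-transferred) preincubated 10 min at room temperature with a 500nM (2x) first reagent, then RGS4 at 900nM (2x) plus Transcreener GDP mix added; fluorescence polarization (620/688 nm) read before and after 90 min at 30 °C.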
JMJD2A Tudor: qHTS Assay for Inhibitors of JMJD2A-Tudor Domain; AlphaScreen JMJD2A-Tudor / H3K4me3 peptide binding; Lysine-specific demethylase 4A (Homo sapiens), O75164; Potency, µM (titrated, usually from 114 µM), inactives show top-dose activity change, negative = inhibition, most hits filed as inhibitors; AID 504339, 2011; 390,000 compounds, 4.4% hits; note: % is set by controls: 0 for no effect and ±100 for the full control effect; nearly all actives have a fitted effect of over 50% in size
TrxR1 inh: qHTS Assay for Inhibitors of Mammalian Selenoprotein Thioredoxin Reductase 1 (TrxR1): qHTS | Potency, µM (doses to about 114 µM), for the others: top-dose activity change, negative = inhibition, usual class: inhibitors | Thioredoxin reductase 1, cytoplasmic (Rattus norvegicus), O89049 | 390,000 compounds, 1% hits | recombinant rTrxR1, NADPH fluorescence consumption, selenite substrate; note: % is set by controls: 0 for no effect and ±100 for the full control effect; nearly all actives have a fitted effect of over 65% in size
Target sequence (O89049 whole entry, looked up): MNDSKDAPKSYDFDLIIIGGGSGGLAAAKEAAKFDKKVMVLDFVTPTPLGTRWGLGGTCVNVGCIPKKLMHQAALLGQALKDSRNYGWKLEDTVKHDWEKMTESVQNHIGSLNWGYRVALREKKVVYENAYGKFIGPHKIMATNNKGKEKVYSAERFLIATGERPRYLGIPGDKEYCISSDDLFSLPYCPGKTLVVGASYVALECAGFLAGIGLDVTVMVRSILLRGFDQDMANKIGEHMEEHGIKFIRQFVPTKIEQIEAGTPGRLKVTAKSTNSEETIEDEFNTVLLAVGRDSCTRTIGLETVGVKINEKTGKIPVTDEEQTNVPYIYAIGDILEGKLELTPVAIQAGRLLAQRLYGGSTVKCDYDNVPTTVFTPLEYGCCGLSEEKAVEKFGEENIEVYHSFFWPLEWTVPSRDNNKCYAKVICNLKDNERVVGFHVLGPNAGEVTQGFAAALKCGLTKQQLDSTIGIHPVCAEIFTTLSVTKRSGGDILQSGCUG
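Rat TrxR1 (90 nM in the dispensed reagent) was pre-reduced with 400 uM NADPH for 5 min at room temperature, then incubated with compound for 15 min. After 400 uM selenite was added, NADPH fluorescence (Ex 340/Em 450 nm) was followed for 8 min.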
HP1b binding inh: HTS for Inhibitors of HP1-beta Chromodomain Interactions with Methylated Histone Tails. AlphaScreen HP1-beta / biotin-H3K9me3 peptide binding. 390,000 compounds, 0.56% hits. Potency, µM (series often up to 114 µM), inactives show top-dose activity change, negative = inhibition, actives largely listed as inhibitors. AID 540317, 2011. Chromobox protein homolog 1 (Homo sapiens), P83916; note: nearly all actives have a fitted effect of over 70% in size; inactives centre near 23
Target sequence (P83916 whole entry, looked up): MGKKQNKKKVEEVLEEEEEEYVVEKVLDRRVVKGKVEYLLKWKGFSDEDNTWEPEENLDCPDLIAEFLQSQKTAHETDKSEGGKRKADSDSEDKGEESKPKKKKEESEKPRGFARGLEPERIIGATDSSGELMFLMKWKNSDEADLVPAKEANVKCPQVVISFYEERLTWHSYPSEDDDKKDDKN
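Compound inhibition of the preformed complex between 50 nM HP1-beta and 50 nM biotinylated H3K9me3 peptide was read by AlphaScreen. Buffer was PBS pH 7.4 with 0.01% Tween-20. Incubations ran 30 min at room temperature, with 10 ug/mL donor/acceptor beads.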
ALOX12 inh: Primary qHTS assay for inhibitors of human arachidonate 12S-lipoxygenase (ALOX12): Round 2 | purified 12hLO, xylenol orange hydroperoxide absorbance | Potency, µM (highest dose often 108 µM), without a hit: at the highest dose activity change, negative = inhibition, usual class: inhibitors | 580,000 compounds, 1.1% hits; note: % is set by controls: 0 for no effect and ±100 for the full control effect
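Hydroperoxide product was detected by ferrous iron/xylenol orange as the 573 to 405 nm absorbance ratio. Arachidonic acid at 40 uM (final) was turned over for 30 min at room temperature by 150 nM human 12hLO, pH 7.0 Hepes buffer, after 15 min compound preincubation.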
Pin1 inhibitor: qHTS Assay to Find Inhibitors of Pin1 | Peptidyl-prolyl cis-trans isomerase NIMA-interacting 1 (Homo sapiens), Q13526 | Pin1 FP peptide displacement, HiFluor488, 10 min | Potency, µM (titrated, usually from 115 µM), for the others: top-dose activity, negative = inhibition, usual class: inhibitors | 390,000 compounds, 0.009% hits | AID 504891, 2011; active = well fitted inhibition curve with a large enough effect in the polarisation, with a control signal flat, not every such curve was filed as active; inconclusive = small, poorly fitted or top-dose-only effect, or effect the other way, or a change in a side signal; inactive = no such curve, though single readings can be large or run the other way; the % refers to the polarisation; note: % is set by controls: 0 for no effect and ±100 for the full control effect
Target sequence (Q13526 whole entry, looked up): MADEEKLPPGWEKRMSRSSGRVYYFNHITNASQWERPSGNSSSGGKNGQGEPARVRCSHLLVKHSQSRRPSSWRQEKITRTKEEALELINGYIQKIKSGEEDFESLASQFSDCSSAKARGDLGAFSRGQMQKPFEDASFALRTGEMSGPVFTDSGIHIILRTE
Starred values were filed as active, the others as inactive; i = inactive; ? = inconclusive; nt = not tested or not shown; [ ] = dose if it differs, or a comment. Unless noted, calls come from the whole dose curve; as a rule, active = well fitted curve in the direction sought with a large enough effect; inconclusive = small, poorly fitted or top-dose-only effect, or another doubt; inactive = no such curve, though single readings can be large; an effect the other way counts as inactive or inconclusive. Potency is the fitted concentration of half-maximal effect. These rows are one share of the data; count on the stated rates, not on these rows.

SMILES	PGK inhibitor	ERG Ets-DNA blk	GLS inh	RGS4 inh	JMJD2A Tudor	TrxR1 inh	HP1b binding inh	ALOX12 inh	Pin1 inhibitor
CC(=O)c1ccc(NC(=O)c2ccc3c(c2)N(Cc2cccc(Cl)c2)C(=O)c2ccccc2S3(=O)=O)cc1	9%	4%	-5%	-9%	-13%	16%	36%	0%	37%[activator]
COc1ccc(Cn2c(=O)sc3ccccc32)cc1	-2%	4%	0%	22%	23%	-12%	68%[activator]	0%	-2%
Cc1c(Cc2ccccc2)sc(/N=C/c2c(O)ccc3ccccc23)c1C(N)=O	-7%	50%[activator]	10%	?	?	?	?	nt	?
COc1ccc(S(=O)(=O)Nc2ccc(Cc3ccncc3)cc2)cc1OC	2%	-4%	-15%	8%	-22%	-19%[57.1 µM]	21%	?	-4%
O=Cc1cn(-c2ccccc2)nc1-c1cccnc1	0%	-7%	-4%	3%	-13%	-6%[57.1 µM]	3%	-2%	-1%
CCCSc1nc(C)cc(C)c1C(N)=O	-5%	-1%	-1%	-15%[56.9 µM]	-5%[57.1 µM]	5%	48%[activator]	-12%	-1%
Cc1ccc(CNC(=O)C2CCN(S(=O)(=O)c3ccc4[nH]c(=O)ccc4c3)CC2)cc1	6%	1%	-12%	25%	-10%	-13%[57.1 µM]	15%[57 µM]	?	0%
COc1cccc(CN(C)C(=O)c2ccc(OCC(=O)N3CCOCC3)c(OC)c2)c1	1%	-8%	2%	5%	9%	-5%	29%	5%	-2%
COC(=O)c1c(N)sc(Cc2ccccc2)c1C	-9%	-13%	-5%	-24%	-13%	20%	25%	-13%	-7%
Clc1cccc(NCc2nnc(SCc3ccccc3)o2)c1	-4%	-2%	0%	-9%	37%[activator]	9%[57.1 µM]	98%[activator]	-15%	?
CCOC(=O)Cn1c2ccc(F)cc2c2nc(C)sc21	0%	5%	2%	-18%	-1%	4%	37%	-7%	1%
COc1ccccc1CNC(=O)CN1C(=O)COc2ccc(S(=O)(=O)Nc3ccccc3)cc21	-2%	8%	6%	39%	-6%	30%	12%	-6%	42%[activator]
Cc1cc(Br)ccc1NC(=O)CN1C(=O)c2cccnc2Sc2ccccc21	nt	0%	-1%	-21%	-3%	8%	49%	-31%	32%[activator]
O=Cc1ccc(OCc2nnsc2Cl)cc1	-7%	-8%	4%	?	-13%[57.1 µM]	20%[57.1 µM]	-4%	-6%	-2%
C/C(=N\NC(=O)C1(C)CC1(Br)Br)c1ccc(C)cc1C (stereo unspecified)	0%	5%	0%	9%	6%	12%	41%[activator]	-4%	-6%
COc1ccc(N2CCN(CCCNC(=O)C(=O)c3c(C)n(C)c4ccccc34)CC2)cc1	-1%	-2%	13%	11%	?	14%	26%	10%	-12%
COc1ccc(CN2CCN(CC(O)Cn3c4ccccc4c4ccccc43)CC2)cc1 (stereo unspecified)	i	0%	4%	12%	?	5%	-17%	?	-2%
CN(C)Cc1c(O)ccc2c(-c3ccccc3)cc(=O)oc12	-7%	-12%	0%	-5%	-4%	-13%	-3%	-11%	?
COc1ccc(NS(=O)(=O)c2ccc(Cl)s2)cn1	-6%	0%	1%	12%	1%	2%[57.1 µM]	34%	0%	?
CCCCOc1ccccc1NC(=O)c1ccco1	-3%	2%	0%	12%	40%[activator]	-6%	76%[activator]	0%	2%
N#CC1(Cc2ccc(Cl)cc2)c2ccccc2C=CN1C(=O)c1ccccc1 (stereo unspecified)	3%	7%	4%	5%	-21%	5%[57.1 µM]	4%	-41%	9%
CC1(C)Cc2c(cnn2-c2ccc(F)cc2)C(NC(=O)CCn2cncn2)C1 (stereo unspecified)	4%	-3%	1%	-12%	-7%	6%	39%[activator]	0%	1%
CC(=O)Nc1ccc(NC(=O)CSc2nc3ccccc3c(=O)n2CCCN2CCOCC2)cc1	i	13%	-15%	-21%	-5%	3%[57.1 µM]	40%[activator]	14%	5%
CC(=O)c1cccc(NC(=O)COC(=O)COc2ccccc2C)c1	1%	11%	-2%	-21%	-3%	13%	45%[activator]	-15%	1%
Cc1ccc(OCCNC(=O)Cc2ccc(S(=O)(=O)N3CCOCC3)s2)cc1	i	2%	-1%	-14%	-18%	-7%	27%	-7%	15%
New compounds follow.
SMILES	PGK inhibitor	ERG Ets-DNA blk	GLS inh	RGS4 inh	JMJD2A Tudor	TrxR1 inh	HP1b binding inh	ALOX12 inh	Pin1 inhibitor
COCCN1Cc2cccc(C(=O)N3CCN(c4ccccc4)CC3)c2C1=O	-10%	-15%	7%	-28%	-12%	6%[57.1 µM]	61%[activator]	-2%	1%
CC(=O)Nc1ccc(N2C(=O)c3cccc4c(O)ccc(c34)C2=O)cc1	?	-14%	0%	-41%	?	-9%[57.1 µM]	16%	0%	nt
O=C(NC(=S)NCC1CCCO1)c1ccccc1[N+](=O)[O-] (stereo unspecified)	8%	113%[activator]	2%	-4%	-5%	12%[57.1 µM]	8%	?	-1%
Nc1cc(=O)nc(SCC(=O)Nc2ccc(F)cc2)n1-c1ccccc1Cl	-3%	0%	5%	-12%	0%	19%	39%[activator]	-12%	4%
Cc1ccc(C(=O)OCC(=O)Nc2ccc3[nH]c(=O)[nH]c3c2)o1	-5%	19%	1%	-38%	-16%	9%	31%	-5%	11%
O=C(c1ccc(C(F)(F)F)cc1)C1CCCN(C(=O)CCc2ccncc2)C1 (stereo unspecified)	-2%	-3%	-3%	-42%	-1%	11%	57%[activator]	2%	-1%
COC(=O)CCC1(C(N)=O)CCC(=O)c2ccccc21 (stereo unspecified)	i	-15%	-14%	-1%	-33%	3%[11.4 µM]	-5%	15%	-12%
O=C(COc1ccccc1)N=C1SC2CS(=O)(=O)CC2N1c1cccc(F)c1 (stereo unspecified)	-8%	14%	-4%	-20%	-14%	-4%	42%[activator]	0%	4%
CCc1ccc(-c2[nH]c3c(c2-c2sc(C)c(C(=O)OC)c2O)c(=O)[nH]c(=O)n3C)cc1	nt	0%	16%	16%	0%	2%	25%	?	26%
COC(=O)c1cc(C)sc1NC(=O)C1C2C=CC(CC2)C1C(=O)O (stereo unspecified)	-9%	-12%	16%	-14%	-21%	12%[57.1 µM]	14%	-14%	-5%
CCOc1ccc(C(C)NC(=O)c2cccnc2OCC)cc1OCC (stereo unspecified)	1%	0%	4%	4%	-8%	15%[57.1 µM]	38%[activator]	-24%	4%
COc1cc(/C=C/c2ccc3cccc(O)c3n2)cc(Br)c1OC	-2%	-2%	14%	8%	-32%	-10%[57.1 µM]	-9%	-7%	5%
COC(=O)CC1SC(=O)NC1=Nc1ccccc1 (stereo unspecified)	i	6%	nt	2%	-1%	-5%	13%	0%	-5%
Cc1ccccc1-n1nc2c(c1NC(=O)C(C)(C)C)CS(=O)(=O)C2	1%	-3%	-3%	30%	-10%	12%	16%	21%	-1%
CC(C)(C)c1ccc(OCC(=O)NCc2ccco2)cc1	-2%	9%	3%	-26%	-33%	32%[activator]	-5%	-1%	-16%
N=C1CCCN1CC(=O)c1ccc(Cl)cc1	i	-1%	8%	-2%	-3%	-15%	17%	-4%	0%
Cc1c(C2CC(=O)N(c3ccccc3)C2=O)[nH]n(-c2ccccc2)c1=O (stereo unspecified)	-1%	-1%	25%	-27%	-22%	-15%	20%	0%	-3%
CN(Cc1ccon1)C(=O)C1CCN(C2CCN(CCCc3ccccc3)CC2)CC1	1%	9%	-3%	6%	-9%	-29%	24%	nt	-6%
CCC1Oc2ccc(Cl)cc2N(CC(=O)O)C1=O (stereo unspecified)	6%	-1%	-1%	14%	5%	8%	39%	-13%	2%
O=C(NCCc1ccccc1)C(=O)NCCC1CCCCN1S(=O)(=O)c1ccccc1 (stereo unspecified)	i	2%	-5%	0%	-16%	-5%	13%	-2%	-6%
CCN(Cc1ccccc1)C(=O)c1cccc(OC2CCN(C(=O)C3CC3)CC2)c1	i	7%	0%	-13%	-6%	3%	53%[activator]	9%	8%
C=CCNCCOCCOc1ccc(C)cc1[N+](=O)[O-]	2%	-10%	0%	-28%	3.2µM*	-14%[57.1 µM]	-20%	?	0%
Cc1cccc(NC(=O)CCNS(=O)(=O)c2cc(Br)cnc2N)c1C	0%	6%	-3%	15%	2%	21%	29%	-2%	-5%
CS(=O)(=O)c1ccc2nc(NC(=O)c3ccccc3Cl)sc2c1	-7%	12%	-4%	-13%	-20%	51%	12%	?	-4%

Record cards, from the list above. Screens in order: PGK inhibitor	ERG Ets-DNA blk	GLS inh	RGS4 inh	JMJD2A Tudor	TrxR1 inh	HP1b binding inh	ALOX12 inh	Pin1 inhibitor
`CN(Cc1ccon1)C(=O)C1CCN(C2CCN(CCCc3ccccc3)CC2)CC1` is entered as 1%	9%	-3%	6%	-9%	-29%	24%	nt	-6%
`COc1cc(/C=C/c2ccc3cccc(O)c3n2)cc(Br)c1OC` is entered as -2%	-2%	14%	8%	-32%	-10%[57.1 µM]	-9%	-7%	5%
